Screening results from PubChem BioAssay.
CendR NRP1 mod = alters CendR peptide binding to human NRP-1; inhibition, % at 25 µM; FAM-RPARPAR peptide binding to NRP-1, fluorescence polarization; 0.85% of 360,000 active;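 active means inhibition or corrected inhibition above about 18%, plus a signal ratio from 0.5 to 1.5, limit read from the data, passing the limit was not always enough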; further: strong numbers were not always called active
Target sequence (O14786 whole entry, looked up): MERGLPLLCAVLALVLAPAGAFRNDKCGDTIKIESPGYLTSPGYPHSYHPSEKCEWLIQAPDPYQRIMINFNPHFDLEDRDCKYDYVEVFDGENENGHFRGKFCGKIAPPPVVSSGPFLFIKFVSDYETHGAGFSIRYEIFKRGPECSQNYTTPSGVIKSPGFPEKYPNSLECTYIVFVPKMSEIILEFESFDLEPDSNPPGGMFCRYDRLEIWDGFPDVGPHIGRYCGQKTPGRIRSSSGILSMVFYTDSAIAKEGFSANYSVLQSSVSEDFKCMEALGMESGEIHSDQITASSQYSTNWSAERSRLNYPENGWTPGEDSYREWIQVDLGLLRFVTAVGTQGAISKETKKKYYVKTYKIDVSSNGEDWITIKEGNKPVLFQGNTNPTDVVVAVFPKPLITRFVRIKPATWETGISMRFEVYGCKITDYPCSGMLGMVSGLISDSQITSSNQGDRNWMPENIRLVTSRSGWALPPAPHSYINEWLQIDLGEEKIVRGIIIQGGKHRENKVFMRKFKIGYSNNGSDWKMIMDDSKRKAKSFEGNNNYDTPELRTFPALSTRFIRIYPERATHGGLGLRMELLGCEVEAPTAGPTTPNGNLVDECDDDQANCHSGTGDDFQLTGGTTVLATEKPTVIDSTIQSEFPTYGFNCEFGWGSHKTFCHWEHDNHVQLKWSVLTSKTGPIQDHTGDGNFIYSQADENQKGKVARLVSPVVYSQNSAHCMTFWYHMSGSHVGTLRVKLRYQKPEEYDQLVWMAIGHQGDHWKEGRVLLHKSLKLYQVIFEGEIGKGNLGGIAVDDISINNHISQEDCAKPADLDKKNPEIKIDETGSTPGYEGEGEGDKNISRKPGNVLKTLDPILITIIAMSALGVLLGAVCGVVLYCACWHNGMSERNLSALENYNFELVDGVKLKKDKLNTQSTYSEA
Neddyl block = inhibitors of human cullin neddylation | TR-FRET cullin neddylation, biochemical | calls only at 25 µM | 0.58% of 360,000 active; in the data active means inhibition above about 36%
Tb MetRS inh = blocks T. brucei methionyl-tRNA synthetase activity; purified T. brucei MetRS, ATP depletion, Kinase-Glo luminescence; inhibition, % at 11.9 µM; 0.4% of 360,000 active;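 active means inhibition above a per-plate cutoff of the control wells' mean inhibition plus 3 SD, cut at about 5.5% in these data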;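 further: 0% = DMSO wells median and 100% = median of wells with control inhibitor compound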
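Material: T. brucei methionyl-tRNA synthetase, purified; reagent: substrates ATP, L-methionine and bulk Escherichia coli tRNA; dosing: 11.9 µM single point; timing: 15 min plus 2 h at 25 °C; detection: luminescence of leftover ATP; evaluation: % inhibition; control set: DMSO-only wells as low control; replicates: singlicate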
DNMT1 inh = DNMT1 (human) enzyme inhibition; P26358; DNMT1 molecular beacon, Hinp1I cleavage, fluorescence; inhibition (reported as % activation of signal), % at 10 µM; 0.83% of 360,000 active; AID 588458; in the data active means inhibition above about 50%
SUMO1-SIM PPI = modulators of human SUMO1-mediated protein-protein interactions. P63165. SUMO1 binding to a labelled peptide, TR-FRET, 1 h. inhibition, % at 20 µM. 0.33% of 360,000 active; in the data active means inhibition above about 37%
Target sequence (P63165 whole entry, looked up): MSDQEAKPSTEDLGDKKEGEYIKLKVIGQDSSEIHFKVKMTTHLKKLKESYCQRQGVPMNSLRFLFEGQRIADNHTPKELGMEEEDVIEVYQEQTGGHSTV
Scp1 inh = inhibitors of human Scp-1 phosphatase. Q9GZU7. Recombinant Scp1, phosphopeptide, malachite green phosphate absorbance. inhibition, % at 20 µM. 0.88% of 340,000 active. AID 493091;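 active means inhibition above about 50% at 20 µM, limit read from the data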;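 further: plate controls were DMSO wells with enzyme for no effect and wells lacking enzyme for full effect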
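System: SCP-1 catalytic domain; Reagent: Phospho 17-mer peptide substrate; Doses: one concentration, 20 µM, with 1.0% DMSO; Incubation: 45 min room-temperature reaction, 5 min colour, 30 min stabiliser; Signal: Phosphate-binding colour reagent, absorbance read at 630 nm.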
NadD inh = blocks S. aureus nicotinate mononucleotide adenylyltransferase. AID 602399. inhibition, % at 20 µM. 0.78% of 360,000 active. purified NadD enzyme, colorimetric absorbance read-out; in the data active means inhibition above about 26%; further: some compounds past the cut are filed as inactive
STEP inh = blocks human striatal-enriched tyrosine phosphatase | 0.25% of 360,000 active | recombinant STEP, OMFP fluorogenic substrate, fluorescence | P54829 | inhibition, % at 20 µM;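 active means inhibition at 20 µM, scaled per plate between control wells, above about 37%, limit read from the data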;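 further: 0% = DMSO with enzyme and substrate and 100% = substrate only without enzyme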
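Measure: Control-normalized % inhibition with plate pattern correction | Test system: STEP phosphatase, cell-free reaction | Medium: pH 6.0 Bis-Tris with DTT and Tween 20 | Technique: Fluorescence, 480/540 nm | Times: Reaction 20 min, ambient temperature | Doses: Single compound dose of 20 µM, 1% DMSO final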
SKN-1 inh = inhibitors of C. elegans SKN-1; C. elegans VP596 Pgst-4::GFP/RFP ratio, acrylamide-induced, 24 h; inhibition, % at 21.8 µM; 0.49% of 360,000 active;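 active means interference check ratio from 0.5 to 1.5 plus GFP to RFP signal ratio inhibition reaching or exceeding a fixed threshold, cut at about 30% in these data, passing the limit was not always enough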; further: some compounds called inactive have numbers as strong as hits
LMPTP inh = LMPTP (human) inhibition. inhibition, % at 20 µM. AID 651560. P24666. 0.22% of 360,000 active. recombinant LMPTP-A, OMFP fluorogenic substrate, fluorescence intensity;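 active means compounds that cut the enzyme signal by at least half of the control window in the single-dose screen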;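 further: plate controls were DMSO wells with enzyme plus substrate for no effect and substrate without enzyme for full effect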
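Test system – LMPTP-A phosphatase enzyme · Quantity – 0.625 nM LMPTP-A final · Reagent – OMFP substrate, 400 µM final · Dosing – one test concentration per compound, 20 µM, with 3% DMSO overall · Timing – 50 min enzyme reaction at room temperature, protected from light · Detection – fluorescence intensity · Controls – substrate-only low control, DMSO enzyme-plus-substrate high control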
Numbers without * were called inactive; i = inactive; . = no result given; + = active, no number.

SMILES | CendR NRP1 mod | Neddyl block | Tb MetRS inh | DNMT1 inh | SUMO1-SIM PPI | Scp1 inh | NadD inh | STEP inh | SKN-1 inh | LMPTP inh
O=C(c1ccccc1)c1cc2cc(Cl)ccc2[nH]1 | -8 | i | -0.7 | 0 | -7 | -18 | -8 | -2 | 16 | 0.1
Cn1cc(C(=O)Nc2ccc(F)c(F)c2)cn1 | -3 | i | -0.8 | 3 | 1 | 4 | -4 | 5 | -5 | -3.5
O=C(/C=C/c1ccc(Br)cc1)NC(=O)c1ccccc1O | -14 | i | 7.2* | 0 | 21 | 59* | -2 | 13 | 1 | 56*
CS(=O)(=O)c1ccc(C(=O)NC(Cc2ccccc2)c2ccccc2)cc1 (centres undefined) | -5 | i | -0.8 | 2 | 4 | -3 | -2 | -2 | -14 | 0.6
O=C(O)c1ccc2c(c1)C(=O)/C(=C\c1ccco1)C2=O | -29 | i | 0.4 | 80* | 5 | 54* | -2 | 9 | 1 | 2.8
CC(C)(C)S(=O)N1Cc2cc(C(=O)NCC(F)(F)F)nc(-c3cccc(-c4cccc(F)c4)c3)c2[C@H]1CCO (some centres undefined) | -4 | i | -0.6 | -29 | 7 | . | -8 | 2 | 9 | 1.8
C/C(=C1/SC(N2CC(C)OC(C)C2)=NC1=O)c1ccccc1 (centres undefined) | -9 | i | -0.1 | 1 | -13 | -3 | 7 | 4 | -24 | -0.4
O=C(COc1ccc([N+](=O)[O-])cc1)Nc1nc(-c2ccccn2)cs1 | -24 | i | -0.1 | -6 | -11 | -11 | 7 | -1 | -12 | 4.5
CN(C)c1cccc(C(=O)OCC(=O)N2CCc3ccccc3C2)c1 | 13 | + | 0.4 | 0 | 2 | -1 | 4 | 1 | -5 | 1.3
O=C(NN=Cc1cc(Br)c(O)c(Br)c1)c1ccccc1NS(=O)(=O)c1cccs1 | -101 | . | -0.1 | 8 | 13 | -16 | -1 | 7 | -1 | -2.1
COc1cccc(/C=N/NC(=O)c2c(C)nc3ccc(Cl)cn23)c1O | -26 | i | -0.6 | -2 | -10 | -2 | 7 | 0 | 20 | -0.1
Cc1cccc(C)c1OC(=O)CSc1nnc(-c2ccccc2)o1 | -2 | i | -0.4 | 0 | -2 | -7 | 0 | -7 | 5 | 0.1
CC1(C)CC2(CCO1)OC(=O)CC2C(=O)Nc1ccc(Br)cc1 (centres undefined) | 3 | i | 0.8 | 1 | 3 | -9 | -4 | 3 | 3 | 2.8
CC(Sc1ncnc2c1cnn2-c1ccccc1)C(=O)NCC1CCCO1 (centres undefined) | 2 | i | 0.2 | -1 | -16 | -8 | 2 | -1 | 2 | -0.2
O=C(O)c1cc2c(ccc3ccccc32)o1 | 0 | i | -0.6 | -1 | -7 | -8 | 3 | -1 | 7 | -0.8
CN(C1CCCCC1)S(=O)(=O)c1ccc(SCC(N)=O)nc1 | 2 | i | -0.5 | 1 | 1 | . | -10 | -1 | 8 | 0.3
O=C(C[C@@H]1C/C=C\C[C@@H](Cc2ccc(F)cc2)C(=O)OC[C@@H]2CCCN2C1=O)NCCO | 0 | i | 0.8 | 0 | 5 | -11 | 4 | 3 | 11 | 0.8
Cc1ccc(CN2CCC(n3nccc3NC(=O)CCOc3ccccc3)CC2)cc1C | 3 | i | 0.2 | -1 | -2 | -3 | -5 | 0 | 9 | -1.7
CC(C)CCOC(=O)C1C(c2ccccc2)C(C(=O)O)C1c1ccccc1 (centres undefined) | 0 | i | 0.0 | 0 | -1 | -5 | 1 | -1 | 3 | -2.2
COc1ccccc1C/C(N)=N/OC(=O)COc1ccccc1C | 5 | i | -1.1 | -1 | -2 | -8 | 1 | 0 | 1 | 0.5
Fc1ccc(/C=N/Nc2nc3ccccc3[nH]2)cc1F | 4 | i | 1.8 | 2 | -1 | -1 | -6 | 4 | 0 | 1.4
Cc1cc(=O)oc2n[nH]c(-c3ccccc3)c12 | -4 | . | -0.3 | -2 | 5 | 6 | 3 | -1 | -14 | -1.2
CCc1nnc(NC(=O)c2cc(-c3ccco3)nc3ccccc23)s1 | -22 | i | 0.1 | 92* | 51* | 65* | 81* | 10 | -1 | 45
COc1ccc2oc(=O)c(C(=O)N3CCN(c4ccccc4F)CC3)cc2c1 | 2 | i | -0.1 | -2 | -13 | -7 | -7 | -5 | -11 | -0.2
CC(=O)N1CCC(C(=O)N2c3ccccc3N=C(c3ccc4c(c3)OCO4)C2C(=O)Nc2c(C)cccc2C)CC1 (centres undefined) | -9 | i | -0.5 | . | -20 | . | . | . | -7 | -0.5

One compound at a time, as listed above:
Entry for `C/C(=C1/SC(N2CC(C)OC(C)C2)=NC1=O)c1ccccc1` (centres undefined) = CendR NRP1 mod = -9; Neddyl block = i; Tb MetRS inh = -0.1; DNMT1 inh = 1; SUMO1-SIM PPI = -13; Scp1 inh = -3; NadD inh = 7; STEP inh = 4; SKN-1 inh = -24; LMPTP inh = -0.4
Entry for `O=C(NN=Cc1cc(Br)c(O)c(Br)c1)c1ccccc1NS(=O)(=O)c1cccs1` = CendR NRP1 mod = -101; Neddyl block = .; Tb MetRS inh = -0.1; DNMT1 inh = 8; SUMO1-SIM PPI = 13; Scp1 inh = -16; NadD inh = -1; STEP inh = 7; SKN-1 inh = -1; LMPTP inh = -2.1
Entry for `CC(C)(C)S(=O)N1Cc2cc(C(=O)NCC(F)(F)F)nc(-c3cccc(-c4cccc(F)c4)c3)c2[C@H]1CCO` (some centres undefined) = CendR NRP1 mod = -4; Neddyl block = i; Tb MetRS inh = -0.6; DNMT1 inh = -29; SUMO1-SIM PPI = 7; Scp1 inh = .; NadD inh = -8; STEP inh = 2; SKN-1 inh = 9; LMPTP inh = 1.8

The list goes on.
SMILES | CendR NRP1 mod | Neddyl block | Tb MetRS inh | DNMT1 inh | SUMO1-SIM PPI | Scp1 inh | NadD inh | STEP inh | SKN-1 inh | LMPTP inh
COC(=O)[C@H](CCSC)NC(=O)[C@@H](Cc1cnc[nH]1)NC(=O)OCc1ccccc1 | 8 | i | -0.3 | -1 | -1 | -6 | 0 | 1 | -1 | -1.4
CCCn1c(C)cc(C(=O)CSc2nc3nc(C)cc(C)n3n2)c1C | 33* | i | -0.9 | 0 | 3 | -8 | 4 | 2 | 7 | -0.6
Cc1cc(C)c(OCC(=O)OCC(=O)N2CCCc3ccccc32)c(C)c1 | -9 | i | -0.3 | 0 | 6 | -7 | -6 | 1 | 8 | 2.1
O=C(NNc1cc(Br)c(O)c(Br)c1)c1ccccc1 | 9 | i | 1.0 | 0 | -13 | 5 | 13 | -1 | 7 | -0.5
O=C1N/C(=C/c2ccc(N3CCOCC3)o2)C(=O)N1c1ccccc1 | -226 | i | 0.3 | -2 | -13 | 5 | 5 | -1 | 7 | -2.0
Cc1ccccc1NC(=O)C(=O)Nc1ccccc1C | 2 | i | -0.7 | 3 | 2 | -7 | -9 | 1 | 4 | -2.2
O=C1CCN(Cc2ccccc2)CCN1CCO | 5 | i | -0.4 | 1 | -4 | 3 | 0 | -2 | -5 | -0.2
COc1ccc(N2CCC(CNC(=S)Nc3cc(C)ccc3C)C2)cc1 (centres undefined) | 1 | i | -0.6 | -4 | 4 | 1 | 4 | -1 | 11 | -0.6
CCOC(=O)C1CCCN(C(=O)c2cc3c(OC)c(OC)c(OC)cc3[nH]2)C1 (centres undefined) | -3 | i | -1.4 | 3 | -1 | 7 | -5 | 0 | 2 | -2.9
O=C(C[n+]1cc(-c2ccc(F)cc2)n2c1CCC2)OCc1ccccc1 | -2 | i | -0.2 | 3 | 1 | -4 | -1 | 0 | 7 | -0.7
Cc1cc(N2CCN(c3ccc(C(F)(F)F)cc3[N+](=O)[O-])CC2)c2ccccc2n1 | -3 | i | -0.8 | -3 | -23 | 4 | 5 | 5 | -14 | 45
CC(=O)c1ccc(N2C(=NC(=O)C3CCCO3)SC3CS(=O)(=O)CC32)cc1 (centres undefined) | 2 | i | -0.3 | -1 | -4 | -8 | -3 | 2 | 13 | 0.3
COc1ccc(C(=O)OCc2csc(C)n2)c(O)c1 | 5 | i | -0.6 | 2 | 8 | -10 | -1 | -1 | 1 | -0.3
CC(OC(=O)CSc1ccc([N+](=O)[O-])cc1)C(=O)NCc1ccco1 (centres undefined) | 5 | i | -0.4 | 0 | -24 | -4 | -1 | 1 | 0 | -1.1
CCCCn1nnnc1C1(C)CCC(=O)N1CCc1ccc(OC)c(OC)c1 (centres undefined) | 5 | i | -0.3 | . | 2 | . | -1 | . | 1 | -2.0
CCOC(=O)CNC(=O)c1ccc(SCC)cc1 | 10 | i | -0.8 | 0 | 4 | 3 | -7 | -2 | 2 | -0.2
CCOC(=O)N1CCN(C(=O)C(CC(C)C)NC(=O)C2CCCCC2)CC1 (centres undefined) | 10 | i | -0.4 | -1 | 4 | -2 | -2 | -3 | 12 | -1.7
O=C(O)/C=C/c1cn(-c2ncc(C(F)(F)F)cc2Cl)c2ccccc12 | -11 | i | -0.8 | -2 | -3 | -4 | -3 | 2 | -18 | -0.1
O=C(NC(=S)N1CCN(C/C=C/c2ccccc2)CC1)c1ccc(Cl)nc1 | 9 | i | -0.3 | -3 | 1 | -4 | 3 | 2 | -1 | -1.6
Cc1cc(C)n(/N=C/c2cccc(O)c2)c(=O)c1C(N)=O | -4 | i | -1.6 | -1 | -1 | 0 | 1 | -2 | -12 | -2.1
COc1ccc(OC)c(NS(=O)(=O)c2cccs2)c1 | -12 | i | 0.2 | 0 | 3 | -20 | -7 | 1 | -20 | 0.5
CCc1nnc(NC(=O)[C@@H](NC(=O)c2cccc(S(=O)(=O)N3CCOCC3)c2)C(C)C)s1 | 1 | i | 0.7 | 0 | 4 | 9 | 4 | 7 | 3 | -3.5
CCOC(=O)NCc1ccc2c(c1)cc(C)n2C | 0 | i | -0.7 | -12 | -28 | -8 | 11 | 6 | 52* | 4.2
O=C1/C(=C/c2ccccn2)SC(=S)N1Cc1ccccc1 | -13 | i | -0.3 | 7 | 4 | -7 | 0 | 0 | -9 | -0.2
N#Cc1ccccc1-c1ccccc1C(=O)N1CCCCC1 | -8 | i | -1.3 | 1 | -2 | -2 | 1 | 2 | -8 | 1.0
CCOc1ccccc1NC(=O)C(NC(=O)C1CCC(C)CC1)C(C)C (centres undefined) | 1 | i | -0.4 | 1 | 0 | 1 | -2 | -2 | -10 | -1.5
Cc1cccc(C)c1NC(=O)C1(C)CSCC(=O)N1CC(F)(F)F (centres undefined) | -9 | i | -1.3 | . | -4 | . | . | . | 25 | -2.3
CCOc1ccc(-c2nnn(CC(=O)N3CCCC3)n2)cc1OCC | -1 | i | -0.4 | -1 | 0 | 3 | 0 | -1 | 10 | 0.8
C=C(C)CNC(=S)N/N=C(\C)c1ccc(Cl)s1 | 7 | i | 0.6 | -6 | -11 | -5 | -3 | 2 | 8 | 1.7

An unsorted share of the library; about 4.6% have a hit in one of these screens.
